OX1R antag-1 – OX1R (HCRTR1) antagonists, primary screen, fluorescence, CHO/OX1R cells, Fluo-8 calcium, orexin A; Orexin/Hypocretin receptor type 1 (Homo sapiens), O43613; inhibition, % at 5 µM; Fluo-8 calcium fluorescence; AID 434989, 2010; actives 0.43% (n = 330,000);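 active = inhibition above its plate's threshold, mean inhibition of all tested compounds on the plate plus 3 SD, cut at about 37% in these data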;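 also: 0% = orexin A challenge wells and 100% = SB-334867-A antagonist wells; not every result past the cut was called active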
Target sequence (O43613 whole entry, looked up): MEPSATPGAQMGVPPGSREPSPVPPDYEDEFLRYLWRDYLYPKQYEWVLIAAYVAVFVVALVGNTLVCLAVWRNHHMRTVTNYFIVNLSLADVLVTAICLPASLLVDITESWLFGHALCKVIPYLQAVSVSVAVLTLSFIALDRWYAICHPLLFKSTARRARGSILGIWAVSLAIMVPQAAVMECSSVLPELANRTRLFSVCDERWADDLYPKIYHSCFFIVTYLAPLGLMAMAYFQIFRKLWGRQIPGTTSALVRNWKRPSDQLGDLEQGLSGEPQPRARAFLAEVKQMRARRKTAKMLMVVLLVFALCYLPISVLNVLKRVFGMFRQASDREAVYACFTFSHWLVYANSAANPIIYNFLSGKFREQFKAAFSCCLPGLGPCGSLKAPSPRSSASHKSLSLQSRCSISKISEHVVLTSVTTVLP
STK33 inh – inhibitors of purified STK33 kinase, primary screen, biochemical, ADP-Glo luminescence, homogeneous, cell-free; inhibition, % at 10 µM; AID 2661, 2010; MBP phosphorylation; Serine/threonine-protein kinase 33 (Homo sapiens), Q9BYT3; actives 0.073% (n = 320,000);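 active = inhibition at or above 25%, using the most active replicate where run in duplicate; inactive = inhibition below 25%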
Target sequence (Q9BYT3 whole entry, looked up): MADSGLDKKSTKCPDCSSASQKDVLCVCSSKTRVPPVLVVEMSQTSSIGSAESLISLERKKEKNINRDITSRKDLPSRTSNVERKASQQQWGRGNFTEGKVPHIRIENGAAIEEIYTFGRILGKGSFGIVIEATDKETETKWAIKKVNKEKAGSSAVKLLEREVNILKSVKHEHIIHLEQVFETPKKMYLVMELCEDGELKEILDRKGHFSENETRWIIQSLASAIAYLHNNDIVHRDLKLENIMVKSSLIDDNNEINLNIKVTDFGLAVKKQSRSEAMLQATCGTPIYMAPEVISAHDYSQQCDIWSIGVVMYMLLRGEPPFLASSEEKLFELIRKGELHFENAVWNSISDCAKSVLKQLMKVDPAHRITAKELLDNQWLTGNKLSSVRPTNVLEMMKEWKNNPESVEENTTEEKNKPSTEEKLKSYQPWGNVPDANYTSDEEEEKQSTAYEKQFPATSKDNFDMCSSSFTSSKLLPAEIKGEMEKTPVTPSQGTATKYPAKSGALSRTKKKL
OX1R antag-2 – antagonists of human orexin 1 receptor (OX1R) | inhibition, % at 6.6 µM | OX1R-expressing cells, FRET antagonist read-out | actives 1.8% (n = 330,000) | AID 485270, 2010; in the data active = inhibition mostly above about 38%, no sharp cut-off; inactive = mostly below about 40%;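 also: 0% = agonist challenge alone and 100% = reference antagonist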
* marks the source's active call; other numbers are inactive results; nt = no result given. These rows are one share of the data; rates above refer to the full screens.

SMILES	OX1R antag-1	STK33 inh	OX1R antag-2
CN1CCN(C(=O)COc2ccc3ccccc3c2)CC1	-8	-0.4	18
COc1ccc(-c2nc3ccccc3c(=O)o2)cc1	7	-0.9	13
CC(=O)Nc1ccccc1C(=O)OCC(=O)c1ccccc1Cl	-27	-2.2	27
COc1ccc(C(O)CNC(C)C)c(F)c1OC (stereo not drawn)	-13	-0.4	6
CCOC(=O)C1CCN(/C=C2/C(=O)NC(=S)N(c3ccccc3F)C2=O)CC1	-8	nt	1
Clc1cccc(Cl)c1C1N2CCCN12 (stereo not drawn)	-12	2.7	7
COc1ccc(-c2nn(CCC#N)cc2C(=O)Nc2ccccc2)cc1OC	-9	-1.9	13
CCOP(=S)(OCC)SCCSCC	-5	0.1	0
Fc1ccccc1CNCCc1ccc2c(c1)OCO2	-30	-0.1	10
O=C(NCc1cccnc1)Nc1ccc([N+](=O)[O-])cc1	-11	-1.2	25
COC(=O)C1=C(c2ccc(OC(F)(F)F)cc2)C[C@@H]2CC[C@H]1N2C(=O)NCCOc1ccccc1	-18	0.0	-2
COC(=O)C1=C(c2ccc(F)cc2F)C[C@@H]2CC[C@H]1N2C(=O)NCCNC(C)=O	-24	-1.3	7
Cc1c(Cl)cccc1N1C(=O)NC(=O)/C(=C\c2cc(C)n(-c3cccc(C(=O)O)c3C)c2C)C1=O	5	-2.8	-3
CN(C(=O)CN1CC=C(c2ccccc2)CC1)c1c(N)n(Cc2ccccc2)c(=O)[nH]c1=O	-19	-6.2	1
Cc1cc(Oc2ccc(C(F)(F)F)cc2[N+](=O)[O-])c2c3c(c(=O)oc2c1)CCC3	-8	-0.1	12
C[C@]12CC[C@H](O)CC1=CC(=O)C1C2CC[C@]2(C)C(=O)CCC12 (stereo partly drawn)	-7	-1.1	12
CC1(C)NC(=O)[C@H]2CCCN21	9	-0.5	8
CC(=O)N1CC(=O)Nc2ccc(Br)cc2C1c1ccc(F)cc1 (stereo not drawn)	-25	0.8	6
O=C1Nc2ccccc2C1Cc1nc2ccccc2c(=O)n1-c1ccccc1 (stereo not drawn)	-31	0.3	13
O=[N+]([O-])c1ccc(NC2CCN(Cc3ccccc3)CC2)c2ccncc12	-32	1.0	43
Cc1ccc(-n2c(O)c(C=NCCN3CCNCC3)c(=O)[nH]c2=S)cc1	-10	-1.8	-3
C[C@]12CCC(=O)C=C1C=CC1C2CC[C@]2(C)C(=O)CCC12 (stereo partly drawn)	5	-0.3	13
COc1ccc(N2CC2c2ccncc2)cc1 (stereo not drawn)	-20	-1.5	20
COC(=O)c1ccc(N=C(c2ccccc2)c2c(O)n(C)c(=O)n(C)c2=O)cc1	-9	-0.9	10
Cc1nc2cc(C(=O)N3CCC4(CC3)OCCO4)ccc2n1-c1cccc(F)c1	-10	nt	5
NP(=O)(OCCCCc1ccccc1)Oc1ccccc1Cl (stereo not drawn)	0	-0.9	15
CC1(C)C2([N+](=O)[O-])CN3CC1([N+](=O)[O-])CN(C2)C3c1cccnc1 (stereo not drawn)	-7	0.0	8
CC(Cc1ccccc1)NC(=O)CCCCC(=O)NC(C)Cc1ccccc1 (stereo not drawn)	-8	-1.5	23
COc1cc(OC)cc(C2(C#N)CCN(C)CC2)c1	-11	-0.1	15
CCOc1ccccc1CNCCc1ccc2c(c1)OCO2	-30	-3.6	14
O=C1NC(=O)N(CCNc2ncc(C(F)(F)F)cc2Cl)C(=O)C1Cc1ccc(Cl)cc1 (stereo not drawn)	-18	-2.8	4
O=C(c1cccnc1)c1cc2ccccc2[nH]1	8	0.3	9
Cc1cccc(N2C(=O)/C(=C/c3ccc(N4CCN(C)CC4)o3)C(=O)NC2=S)c1C	-11	0.1	6
O=c1[nH]c(=S)n(CCC2=CCCCC2)c(O)c1/C=N/Nc1ccccc1	-16	0.9	24
Cc1ccc(OP(=O)(O)Oc2ccc(C)cc2)cc1	-10	-2.5	6
CC1(C(O)(C#CCN2CCCCC2)c2ccccc2)CCCC1 (stereo not drawn)	-17	8.2	20
COC(=O)C1=C(c2cccc(OC)c2OC)C[C@@H]2CC[C@H]1N2C(=O)N1CCCC1	-21	-0.6	17
Cc1cc(OC(C)C(=O)NCc2ccncc2)c2c3c(c(=O)oc2c1)CCC3 (stereo not drawn)	-13	0.1	6
O=P(c1ccccc1)(c1ccccc1)N1CCCCC1	-5	0.2	21
CCOc1ccc(C2SCC(=O)Nc3c2c(=O)[nH]n3C2CCCCCC2)cc1 (stereo not drawn)	-34	-0.2	10
c1ccc2cc(CC3=NCCN3)ccc2c1	-12	-0.7	17
C/C=C1/CC(C)C(C)(O)C(=O)OCC2CCN3CCC(OC1=O)C23 (stereo not drawn)	-3	-2.0	4
Cc1nn(Cc2ccccc2)c(C)c1C(=O)NCc1ccccc1	-9	-0.5	20
COc1cc(/C=N/NC(=O)CN2CC(c3ccccc3)CC2=O)ccc1OC(=O)N(C)C (stereo not drawn)	-20	-1.8	12
O=C1CN=C(c2ccc(Br)cc2)c2oc3ccccc3c2N1	-1	0.7	20
FC(F)(F)c1cccc(-n2nnnc2C2(N3CCOCC3)CCCCC2)c1	-18	-0.5	27
S=C1NCCN1	-3	0.1	5
Nc1cccc(N=Cc2c(O)n(Cc3ccc(F)cc3)c(=O)[nH]c2=O)c1	1	-1.4	12
Nc1c(C(=O)NCCCc2ccccc2)c2nc3ccccc3nc2n1Cc1cccs1	-10	-1.1	17
Cc1c(C(c2ccccc2Cl)c2c(O)c3ccccc3oc2=O)c(=O)n(-c2ccccc2)n1C (stereo not drawn)	-17	0.1	9

A draw from above in order of count of non-hydrogen atoms, smallest number first:
SMILES	OX1R antag-1	STK33 inh	OX1R antag-2
S=C1NCCN1	-3	0.1	5
c1ccc2cc(CC3=NCCN3)ccc2c1	-12	-0.7	17
Cc1ccc(OP(=O)(O)Oc2ccc(C)cc2)cc1	-10	-2.5	6
O=P(c1ccccc1)(c1ccccc1)N1CCCCC1	-5	0.2	21
O=C1CN=C(c2ccc(Br)cc2)c2oc3ccccc3c2N1	-1	0.7	20
CC1(C(O)(C#CCN2CCCCC2)c2ccccc2)CCCC1 (stereo not drawn)	-17	8.2	20
Cc1nn(Cc2ccccc2)c(C)c1C(=O)NCc1ccccc1	-9	-0.5	20
Nc1cccc(N=Cc2c(O)n(Cc3ccc(F)cc3)c(=O)[nH]c2=O)c1	1	-1.4	12
FC(F)(F)c1cccc(-n2nnnc2C2(N3CCOCC3)CCCCC2)c1	-18	-0.5	27
Cc1cc(OC(C)C(=O)NCc2ccncc2)c2c3c(c(=O)oc2c1)CCC3 (stereo not drawn)	-13	0.1	6
COC(=O)C1=C(c2cccc(OC)c2OC)C[C@@H]2CC[C@H]1N2C(=O)N1CCCC1	-21	-0.6	17
Nc1c(C(=O)NCCCc2ccccc2)c2nc3ccccc3nc2n1Cc1cccs1	-10	-1.1	17
Cc1c(C(c2ccccc2Cl)c2c(O)c3ccccc3oc2=O)c(=O)n(-c2ccccc2)n1C (stereo not drawn)	-17	0.1	9

(list continues)
SMILES	OX1R antag-1	STK33 inh	OX1R antag-2
Cc1cc(C(=O)OCC(=O)Nc2ccc(F)cc2)c(C)n1C1CC1	-19	-1.6	3
O=c1[nH]c(=S)n(-c2ccc(Br)cc2)c(O)c1C=Nc1ccc(N2CCOCC2)cc1	9	1.1	38
Cc1cccc(CNCCc2c[nH]c3ccccc23)c1	-3	-0.9	3
CCc1ccc(N2C(=O)CC(=O)NC2=O)cc1	-13	-0.2	8
CCOc1ccc(-n2c(O)c(C=Nc3ccc(N4CCOCC4)cc3)c(=O)[nH]c2=O)cc1	-13	0.2	20
CC1C(c2cccs2)=[N+]([O-])C(C)(C(=O)c2ccc(Cl)cc2)N1O (stereo not drawn)	-20	-0.7	28
COc1ccc(C2=NCC(=O)N(CC(=O)NCc3ccco3)c3sc4c(c32)CCCC4)cc1OC	-35	0.2	5
NS(=O)(=O)c1ccc(N=Cc2c(O)n(C3CCCCC3)c(=O)n(C3CCCCC3)c2=O)cc1	-21	0.0	8
CC(C)(C)C(=O)O[C@H]1CC[C@@]2(C)C(=CC(=O)C3C2CC[C@]2(C)C(=O)[C@H](O)CC32)C1 (stereo partly drawn)	-30	-0.4	6
CCN1CC=C(c2c[nH]c3ccccc23)CC1	-15	-1.5	13
Cc1ccc(OCC(=O)N2CCN(Cc3ccc4c(c3)OCO4)CC2)cc1	10	0.5	2
O=C(O)C1Cc2ccccc2N2CCCC12 (stereo not drawn)	-7	0.9	16
NC(=O)c1ccsc1NC(=O)COC(=O)Cc1ccccc1	26	1.4	11
COc1cc(C(c2c(C)[nH]n(-c3ccccc3)c2=O)c2c(C)[nH]n(-c3ccccc3)c2=O)cc(OC)c1OC	-26	2.7	8
N#Cc1ccccc1Cn1cc(C(=O)C2CC2)c2ccccc21	-34	-0.7	15
NC(=S)/N=C/c1c(O)[nH]c(=O)[nH]c1=O	-3	-1.2	7
c1ccc(-c2nc(N3CCOCC3)s[n+]2-c2ccccc2)cc1	-14	-0.1	13
Cc1cccc(N2C(=O)NC(=O)/C(=C/c3ccc(-c4ccc(C(=O)O)c(Cl)c4)o3)C2=O)c1	-5	-0.9	33
CC(=NCC1CCCO1)c1c(O)n(-c2ccccc2)c(=O)[nH]c1=O (stereo not drawn)	-20	0.5	12
CCCCCCC(=O)N/N=C/c1c(O)n(CCCC)c(=S)[nH]c1=O	-25	-1.0	6
COc1cccc(NC(=O)CN2CC(c3ccccc3)CC2=O)c1 (stereo not drawn)	-8	-2.1	7
COC(=O)C1=C(c2ccc(F)cc2OCc2ccccc2)C[C@@H]2CC[C@H]1N2C(=O)NCc1ccccc1Cl	41	-0.5	30
O=C1CC(=O)N(c2cccc(Cl)c2)C(=O)N1	-1	-1.6	12
COc1ccc(NC(=O)c2cn(CCC#N)nc2-c2ccc(OC)c(OC)c2)cc1	-7	-0.7	13
C[n+]1c(-c2ccccc2)cc(-c2ccc(Cl)cc2)cc1-c1ccccc1	-22	-0.9	46
CCCCC(CC)COC(=O)c1ccccc1C(=O)OCC(CC)CCCC (stereo not drawn)	-1	-2.5	8
COc1ccc([N+](=O)[O-])cc1N=Cc1c(O)n(CCc2ccccc2)c(=O)n(C(C)C)c1=O	-4	nt	26
C/C(=N\N=C(N)N)c1ccccc1	-26	-0.7	21
CC(=Nc1ccc2c(c1)CCC2)c1c(O)n(C2CCCCC2)c(=O)[nH]c1=O	-12	-0.9	7
C=C(C)Cn1c(=O)n(CC2CS2)c2ccccc21 (stereo not drawn)	-20	-1.6	2

Full records as entered above. Order of screens: OX1R antag-1 | STK33 inh | OX1R antag-2
Profile of `NP(=O)(OCCCCc1ccccc1)Oc1ccccc1Cl` (stereo not drawn) → 0 | -0.9 | 15
Profile of `O=C(c1cccnc1)c1cc2ccccc2[nH]1` → 8 | 0.3 | 9

Later entries:
SMILES	OX1R antag-1	STK33 inh	OX1R antag-2
CN1C(=O)/C(=C/c2cccn2-c2ccc3ccccc3c2)C(=O)NC1=S	-9	11	29
Cc1ccc(S(=O)(=O)Cc2ccc(C(=O)N3CCC4(CC3)OCCO4)o2)cc1	-3	8.0	6
O=c1[nH]c(=S)[nH]c(O)c1N=Nc1ccc(SC(F)F)cc1	-14	-0.3	36
CC(C)OP(=O)(OC(C)C)C(NCc1ccccc1)c1ccccc1 (stereo not drawn)	-9	-1.0	11
O=C1CC2OCC=C3CN4CCC56c7cc([N+](=O)[O-])ccc7N1C5C2C3CC46 (stereo not drawn)	-19	-1.7	43
Cc1ccc2c(c1)c(=O)c1c3n2CCN(CC2CO2)C3CC1 (stereo not drawn)	3	0.6	34
CCN(CC)c1ccc(N=Cc2c(O)n(-c3cc(OC)ccc3OC)c(=O)[nH]c2=O)cc1	8	-0.7	9
CC(=O)O[C@@H]1CC[C@]2(C)C3CC[C@]4(C)C(=O)[C@H](O)CC4C3[C@@H](OC(C)=O)C[C@H]2C1 (stereo partly drawn)	-34	0.6	16
Cn1c(=O)c2nncnc2n(C)c1=O	-12	-0.5	125*
CC(=O)N1CCN(c2ccc(N=Cc3c(O)n(-c4ccc(Cl)cc4)c(=O)[nH]c3=O)cc2)CC1	-15	nt	38
Cc1nc2c(C(=O)N3CCC4(CC3)OCCO4)cnn2c(C)c1Cc1cccc(Cl)c1	-24	0.1	17
CCN1C(=O)NC(=O)/C(=C/c2cc(C)n(-c3sc(C)c(C)c3C#N)c2C)C1=O	2	3.8	35
CCOC(=O)c1ccc(-[n+]2c(-c3ccccc3)cc(-c3ccccc3)cc2-c2ccccc2)cc1	2	-0.6	28
CCCCNC(=O)Nc1ccc(C(O)(C(=O)OCC)C(F)(F)F)cc1 (stereo not drawn)	-2	-2.8	-2
C=C(COC(=O)CCC(=O)O)CC1CC(O)[C@]2(C)OC3CC4OC5C[C@]6(C)O[C@]7(C)CCC8OC9C[C@]%10(C)OC%11C(C)=CC(=O)OC%11CC%10OC9C[C@@H](C)C8OC7CC6O[C@]5(C)C/C=C\C4OC3CC2O1 (stereo partly drawn)	-14	2.1	5
CCC1CCCCN1CC(=O)c1ccc(OC(F)F)cc1 (stereo not drawn)	-10	0.5	1
O=[N+]([O-])c1ccc(C[n+]2c(-c3ccccc3)cc(-c3ccccc3)cc2-c2ccccc2)cc1	-21	-0.4	12
COC(=O)C1=C(c2ccc(F)cc2F)C[C@@H]2CC[C@H]1N2C(=O)N1CCC(O)CC1	-12	-1.6	9
O=C1C2CCN(CC2)[C@@H]1Cc1ccc2ccccc2c1O	-49	0.1	16
COc1cccc(N=Nc2c(O)[nH]c(=S)[nH]c2=O)c1	-9	-1.5	69*
FC(F)(F)Oc1ccc(NC2=NCCCS2)cc1	-20	-0.6	-5
C=CCn1c(O)c(C(C)=NCCN2CCN(C(=S)NC)CC2)c(=O)[nH]c1=O	-9	0.5	5

Screens: PubChem, several laboratories
